# Screening data from PubChem.
# SSB-PriA inh: inhibitors of Klebsiella pneumoniae PriA binding to SSB C-terminal tail, primary screen, biochemical, AlphaScreen; PriA–SSB C-terminal tail interaction (Klebsiella pneumoniae); AlphaScreen SSBct-PriA binding, biotinylated peptide; hit rate 0.6% among 430,000; inhibition, % at 33 µM; in the data active means inhibition mostly above about 37%, no sharp cut-off; inactive means mostly below about 20%;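 further: plate controls were negative control peptide for no effect and reference peptide for full effect; strong numbers were not always called active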
# * hit, by the source's call; & = joins results of further samples.
SMILES,SSB-PriA inh
COc1ccc(CC(=O)N2CCNC(=O)C2C)cc1C (stereo not drawn),-12&-11
Oc1c(C(c2ccc(Cl)cc2Cl)N2CCN(c3ccc(F)cc3)CC2)cc(Cl)c2cccnc12 (stereo not drawn),1
COc1ccc(-c2ccc(=O)n(CCNC(=O)Nc3ccc(C)c(F)c3)n2)cc1OC,-6
CCc1ccc(S(=O)(=O)NCCn2nc(-n3ccc4ccccc43)ccc2=O)s1,-29
COc1ccc(OCC(=O)Nc2ccc3c(c2)N(C(=O)C(C)(C)C)CC3)cc1,-3
COc1cccc2cc(-c3nnc(NC(=O)c4ccc(N(C)C)cc4)o3)oc12,13
CCOc1cc(C(=O)Nc2ccc3c(c2)CCC(=O)N3)cc(OCC)c1OCC,13
O=C1CC(CNS(=O)(=O)c2ccc(Cl)cc2)CN1Cc1ccc(F)cc1 (stereo not drawn),-4
C=CCNc1nc2ccccc2nc1NS(=O)(=O)c1ccc(C)cc1C,-23
COc1ccc(S(=O)(=O)[C@@H](CNC(=O)c2cc(Cl)ccc2OC)c2cccs2)cc1,-2
O=C(Nc1ccc2ncsc2c1)[C@@H]1COc2ccccc2O1,-11
Cc1ccc(NC(=O)CSC2=NC(C)(C)N=C2c2ccc(C)cc2)cc1,-7
Cc1cc(C)n(-c2ccc(=O)n(CC(=O)NCCn3nc(-n4cncn4)ccc3=O)n2)n1,0
Cc1ccccc1C(=O)Nc1cnc(N2CCCC2)nc1,-24
N#Cc1c(NC(=O)c2ccc([N+](=O)[O-])cc2Cl)sc2c1CCCC2,5
O=C(NN=Cc1ccc(O)cc1)c1ccc(COc2cc(Cl)ccc2Cl)o1,-6
Cc1cccnc1NC(=O)C1CN(C(=O)COc2ccccc2F)C1,-2
COc1ccc(CNC(=O)NC[C@H](O)c2ccc(OC)c(OC)c2)cc1OC,-2
O=C(O)C1CCCN(S(=O)(=O)NCC(F)(F)F)C1 (stereo not drawn),2
Cc1c(NC(=O)c2ccccc2Cl)c(=O)n(-c2ccccc2)n1C,-8
COc1ccc(C)cc1NC(=O)CSc1nc2c(sc(=S)n2-c2ccccc2)c(=O)[nH]1,-9
O=C(O)c1cccc(NC(=S)NN=Cc2cccnc2)c1,-13
CSc1ccccc1C(=O)NC1CCN(c2cc(C(F)(F)F)ncn2)CC1,-29
Cn1nccc1C(=O)Nc1nnc(-c2cc(Cl)sc2Cl)o1,-10&3
CNC(=O)Cn1nc(C2CC2)c2cnn(-c3ccccc3)c2c1=O,-11
Cc1cccc(NC(=O)Nc2nc(CC(=O)NCc3ccco3)cs2)c1,14
Cc1ccc(Oc2cccc(C(=O)Nc3cnc(N4CCCC4)nc3)c2)nn1,-9
O=C(Nc1ncc(-c2ccc3c(c2)OCO3)s1)c1cc(Cl)sc1Cl,-11
Cc1ccccc1-c1noc(CN2N=NC3C(=O)N(c4ccc5c(c4)CCC5)C(=O)C32)n1 (stereo not drawn),3
COCCn1c(SCc2c(F)cccc2Cl)nnc1-c1cn(C)nc1OC,5
Cc1ccc(-n2ncc3c(=O)[nH]c(C4CC4)nc32)cc1,4
CCN(CC)c1ccc(C=NNC(N)=O)cc1,-3
CCN(CC)S(=O)(=O)c1cccc(C(=O)NN=Cc2c(C)nn(-c3ccccc3)c2Cl)c1,4
O=C(NCc1cncc(-c2cccs2)c1)c1cccc(-n2cccn2)c1,13
Cc1ccc(-n2cc(C(=O)NCCCOC(C)C)nn2)cc1,-15
COc1ccccc1C1(CNC(=O)CCc2ccc(S(C)(=O)=O)cc2)CCOCC1,-20
NNc1ncnc2c1cnn2-c1ccc(F)cc1,73*
O=C(NCCc1ccccc1)C(Br)C(Br)c1ccccc1 (stereo not drawn),-11
O=C(Nc1cnc(N2CCOCC2)nc1)C1CCCO1 (stereo not drawn),-14
CCc1ccccc1N1C(=O)N(CC(=O)c2ccc(Br)s2)c2ccccc2S1(=O)=O,-9
O=C(NCc1ccncc1)C(=O)NN=Cc1ccccn1,-3
COCC(=O)Nc1ccc2c(c1)CCC(=O)N2CCC(C)C,-4
Cc1cc(C)c(C#N)c(SC(C(=O)O)c2ccccc2)n1 (stereo not drawn),-6
COc1cccc2sc(N3CC(OC(=O)c4ccno4)C3)nc12,7
Cc1ccc(-c2ccc(=O)n(CCCNC(=O)Nc3ccc(F)c(Cl)c3)n2)cc1,-17
CC1CN(C(=O)CSc2nnc(-c3ccncc3)o2)CC(C)O1 (stereo not drawn),-15
Cc1cccc(Cn2cnc3c(cnn3CCNC(=O)COc3ccc(Cl)cc3Cl)c2=O)c1,11
CN(C)C=Nc1nc2nccc(-c3cccs3)n2n1,-3
COC(=O)c1ccc(CSc2nc(N)c(NC(=O)c3ccc(OC)c(OC)c3)c(=O)[nH]2)o1,-15
COc1cc(/C=C2\Oc3cc(OCC(=O)O)ccc3C2=O)cc(OC)c1OC,-2
O=[N+]([O-])c1cccc2cccc(Cl)c12,11
CC1CC(=O)Nc2ccccc2N1C(=O)c1ccc(F)cc1 (stereo not drawn),12
COc1ccc(C=NNC(=O)CC(=O)Nc2cccc(Cl)c2)cc1OC,-5
O=C(NCCn1ccnc1C1CC1)c1cc(Br)cs1,-9
Nc1nc(CO)cs1,-4
CS(=O)(=O)c1ccc(CC(=O)N2CCN(c3nc4ccc(OC(F)(F)F)cc4s3)CC2)cc1,-9
O=C1CC2(CCN(C(=O)c3ccccc3C(F)(F)F)CC2)Oc2ccccc21,-10
O=S(=O)(c1cccnc1)N1CCN(c2ccc(-c3ccco3)nn2)CC1,-11
Cc1ccccc1C(=O)Nc1ccc2c(c1)CCC(=O)N2C,2
CN1C(=O)c2cccc(NC(=O)c3ccc4ncsc4c3)c2C1=O,-21&-2
# (continued)
SMILES,SSB-PriA inh
Cc1cc2cc(CNC(=O)c3ccccc3Br)ccc2n1C,13
COc1ccccc1N(CC(=O)NN=Cc1ccc(OCC(=O)NCc2ccco2)cc1)S(=O)(=O)c1ccc(C)cc1,2
Cc1cc(=O)[nH]c(-n2nc(C(C)(C)C)cc2N)n1,-15
Cc1cc(C)n(-c2cc(NC(=O)Cn3cnc4c3c(=O)n(C)c(=O)n4C)ncn2)n1,13
O=C1NC(=S)/C(=C/c2ccc(-c3ccccc3[N+](=O)[O-])o2)S1,-2
CCc1ccc(S(=O)(=O)N2CCC(CSc3nccn3C)CC2)s1,-15
O=C(CS/C(=C\c1ccccc1)C(=O)O)Nc1ccc(Cl)cc1,-5
O=S(=O)(Cc1ccccc1F)NCC1CCN(Cc2ccccc2)CC1,-9&-2
COc1cc(C(=O)NN=Cc2sccc2C)cc(OC)c1OC,-8
O=C(CCc1ccccc1)Nc1cc(-n2cncn2)ncn1,-6
O=C(Cn1nc(-c2ccco2)c2sc(N3CCOCC3)nc2c1=O)c1ccc(F)cc1,-22&-1
COc1cccc(C(=O)N(Cc2ccccn2)c2nc3c(C)ccc(C)c3s2)c1OC,13
COC(=O)c1sc(-c2ccccc2)cc1NC(=O)c1ccc(Br)s1,-13
COc1ccc(-c2cc(CNC(=O)c3c(F)cccc3Cl)no2)cc1,-10
CC(CC(=O)Nc1ccc(N(C)C)cc1)=NNC(=O)c1ccncc1,17
CS(=O)(=O)N1CCCC(C(=O)Nc2nnc(C3CCCCC3)o2)C1 (stereo not drawn),1
CCOC(=O)NN=Cc1cccc(OC)c1OC/C=C/c1ccccc1,-1
Cc1cc(NC(=O)c2cccc(N3C(=O)CCC3=O)c2)n(-c2nc3ccccc3s2)n1,-11
O=c1ccc(-c2cccnc2)nn1CCNS(=O)(=O)c1cccnc1,-11
O=C(C1COc2ccccc2O1)N1CCC(c2nnc(C3CC3)o2)CC1 (stereo not drawn),-2
CCCCCCC=NNc1nnc(Cc2ccccc2)c(=O)[nH]1,-8
Cc1ccc(-n2ncc3c2ncn2c(-c4ccco4)nnc32)cc1,0
Cc1cc(-c2ccncc2)nn1CCNC(=O)CN(C)S(C)(=O)=O,-14
O=C(CSc1nnc2sc3ccccc3n12)Nc1cccc(C(F)(F)F)c1,-8
Cc1ccccc1CN1C(=O)N(Cc2ccccc2)S(=O)(=O)c2ccccc21,-23
O=c1[nH]c(SCc2cccc([N+](=O)[O-])c2)nc2c1cnn2-c1ccc(Cl)cc1,-4
CC1(C)OC2OC(C(=O)N3CCOCC3)C3OC(C)(C)OC3C2O1 (stereo not drawn),-4
COc1ccc(CC(=O)Nc2ccc3c(c2)CN(C(=O)C(C)C)CC3)cc1,-23
Cn1cnc(S(=O)(=O)Nc2ccc3c(c2)C(=O)NCC3)c1,-6
CCOC(=O)N1CCN(C(=O)c2cc(=O)c(OCc3ccc(F)cc3)cn2C)CC1,-14
O=C(Cc1ccc(Cl)c(Cl)c1)NN=Cc1cccnc1,-1
O=C(Nc1cc(Cl)ccc1Oc1ccccc1)c1ccc2nccnc2c1,-2
CCc1nnc(NS(=O)(=O)c2ccc(NC(=O)c3sc4ccccc4c3Cl)cc2)s1,-22&-1
COc1cc2c(cc1OC)C(=CC(=O)c1ccc(F)cc1)NCC2,23
Cc1ccc(NC(=O)CSc2nc(-c3cccc([N+](=O)[O-])c3)cs2)cc1,-9
Cn1c(SCC(=O)Nc2ccc(F)cc2F)nc2c(-c3ccccc3)csc2c1=O,3
CC(=O)N1CC(C(=O)Nc2ccc(S(C)(=O)=O)cc2)C1,-9
O=C(c1ccccc1)N1CCN(C(=O)c2ccc[nH]2)CC1,-7
CN(CCCC(=O)Nc1nccs1)S(=O)(=O)c1ccc2c(c1)C(=O)c1ccccc1C2=O,-12
CCOc1ccc(NC(=O)c2csc3c2CCC(C)C3)cc1 (stereo not drawn),4
Cn1nc(-c2ccccc2)cc1C(=O)Nc1cc(-n2cncn2)ncn1,8
CC(C)c1cc(NS(=O)(=O)c2ccccc2)c(O)c(C(C)C)c1,7
O=C(c1ccccc1F)N1CC(c2nc(-c3ccsc3)no2)C1,0
CC(O)C(=O)NN=Cc1ccccc1C(=O)O (stereo not drawn),-9
Cc1c(Cl)ccc2sc(NC(=O)c3ccc(Br)s3)nc12,1
COc1ccc(CCC(=O)NCCn2nc(-c3cccs3)ccc2=O)cc1,2
Cc1cc(NN=Cc2ccc(O)cc2)nc(NS(=O)(=O)c2ccccc2)n1,9
O=C(O)C1CCCCC1C(=O)N1CCNCC1 (stereo not drawn),-1
CCOC(=O)Cc1csc(NC(=O)NC2CC(=O)N(c3ccc4c(c3)OCCO4)C2)n1 (stereo not drawn),-12
CCOC(=O)C1CCc2sc(NC(=O)C3CCCN(Cc4nc(-c5cccnc5)no4)C3)nc21 (stereo not drawn),-2
Cc1ccc(OCC(=O)NN=Cc2ccc(O)cc2)c([N+](=O)[O-])c1,-5
COc1cccc(CNC(=O)Cc2csc(Nc3ccc(F)cc3)n2)c1,9
O=C(NCCN1Cc2ccccc2OCC1=O)c1cc(C2CC2)[nH]n1,-16
Cc1ccc(S(=O)(=O)c2c(C)cc(C)n(CC(=O)Nc3ccc(Cl)cc3F)c2=O)cc1C,4&8
NC(=O)Cc1csc(NC(=O)C2CN(c3nc4c(C(F)(F)F)cccc4s3)C2)n1,4
CS(=O)(=O)N1CCCC(C(=O)Nc2cc(Cl)cc(Cl)c2)C1 (stereo not drawn),-8
O=C(Nc1nc(-c2ccc(Cl)cc2Cl)cs1)c1cccc([N+](=O)[O-])c1,1
COc1cc2c(cc1OC)CN(C(=O)CSc1nnc3ccccn13)CC2,-16&-13
O=Cc1cccn1-c1ccc([N+](=O)[O-])cc1,4
Cc1cc(NC(=O)CSc2ccc(N3CCN(c4ccccc4)CC3)nn2)ccc1Br,-4
# Continuation.
SMILES,SSB-PriA inh
O=C(CSc1c[nH]c2ccccc12)N1CCS[C@H](c2ccccc2Cl)CC1,15
COc1ccc(-c2cnc(C(=O)Nc3ccc(S(=O)(=O)NC(C)=O)cc3)o2)cc1,-3
Cc1ccc(C(=O)CSc2nccn(-c3ccc(Br)cc3)c2=O)c(C)c1,-12
Cc1nccn1-c1cc(N)ncn1,-12
COC(=O)Oc1ccc(C=NNC(=O)CN(c2ccccc2Br)S(C)(=O)=O)cc1OC,-7
O=C(Cn1c(=O)n(-c2ccc(F)cc2)c(=O)c2oc3ccccc3c21)NCc1ccccc1Cl,-1&4

# Nothing new here: entries from further up.
SMILES,SSB-PriA inh
COc1ccc(CC(=O)N2CCNC(=O)C2C)cc1C (stereo not drawn),-12&-11
Oc1c(C(c2ccc(Cl)cc2Cl)N2CCN(c3ccc(F)cc3)CC2)cc(Cl)c2cccnc12 (stereo not drawn),1
COc1ccc(-c2ccc(=O)n(CCNC(=O)Nc3ccc(C)c(F)c3)n2)cc1OC,-6
CCc1ccc(S(=O)(=O)NCCn2nc(-n3ccc4ccccc43)ccc2=O)s1,-29
COc1ccc(OCC(=O)Nc2ccc3c(c2)N(C(=O)C(C)(C)C)CC3)cc1,-3
COc1cccc2cc(-c3nnc(NC(=O)c4ccc(N(C)C)cc4)o3)oc12,13
CCOc1cc(C(=O)Nc2ccc3c(c2)CCC(=O)N3)cc(OCC)c1OCC,13
O=C1CC(CNS(=O)(=O)c2ccc(Cl)cc2)CN1Cc1ccc(F)cc1 (stereo not drawn),-4
C=CCNc1nc2ccccc2nc1NS(=O)(=O)c1ccc(C)cc1C,-23
COc1ccc(S(=O)(=O)[C@@H](CNC(=O)c2cc(Cl)ccc2OC)c2cccs2)cc1,-2
O=C(Nc1ccc2ncsc2c1)[C@@H]1COc2ccccc2O1,-11
Cc1ccc(NC(=O)CSC2=NC(C)(C)N=C2c2ccc(C)cc2)cc1,-7
Cc1cc(C)n(-c2ccc(=O)n(CC(=O)NCCn3nc(-n4cncn4)ccc3=O)n2)n1,0
Cc1ccccc1C(=O)Nc1cnc(N2CCCC2)nc1,-24
N#Cc1c(NC(=O)c2ccc([N+](=O)[O-])cc2Cl)sc2c1CCCC2,5
O=C(NN=Cc1ccc(O)cc1)c1ccc(COc2cc(Cl)ccc2Cl)o1,-6
Cc1cccnc1NC(=O)C1CN(C(=O)COc2ccccc2F)C1,-2
COc1ccc(CNC(=O)NC[C@H](O)c2ccc(OC)c(OC)c2)cc1OC,-2

# These rows are one share of the data; the hit share may differ from the screen's.
